Source: PubChem BioAssay (National Center for Advancing Translational Sciences (NCATS))
Integrin act MD: activates integrin-mediated alleviation for muscular dystrophy | alpha7betagal myoblasts, beta-gal FDG fluorescence, 48 h | Potency, µM (top dose mostly 38.3 µM), without a hit: at the highest dose activation, usual class: activators | hit rate 0.064% among 350,000;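 note: potency is the fitted concentration of half-maximal effect; 100% = response of the positive control SU9516; nearly all actives have a fitted effect of over 60% in size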
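alpha7betagal+/- myoblasts (passage 13, 250/well) treated 48 h at 37C with compounds at 1:260 dilution of DMSO stock. Lysed, then beta-galactosidase activity read as FDG fluorescence (ex 480/em 540) after 30 min, with pre-read for autofluorescence.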
TSHR antagonist: human thyrotropin receptor antagonism; P16473; TSHR-expressing cells, TSH-stimulated cAMP HTRF, 2 h; active compounds read low; hit rate 0.2% among 330,000; AID 504810; activity change, negative = inhibition, % at 11.5 µM;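 active = activity change below a set negative limit, meaning inhibition stronger than a set level, cut at about -70% in these data; inconclusive = activity change between two set negative limits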; note: % is set by controls: 0 for no effect and ±100 for the full control effect
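Inhibition of cAMP made by TSHR-expressing cells under TSH stimulation (4nM final, EC80; 2 h, 37 deg C) is quantified with a one-step lysis HTRF kit, anti-cAMP cryptate versus cAMP-d2.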
MBNL1 CUG block: blocks human MBNL1 binding to CUG repeat RNA; Q9NR56; TR-FRET MBNL1-His/biotin-(CUG)12 binding, 665/545 ratio; Potency, µM (series often up to 57.5 µM), for the others: at the top dose activity change, negative = inhibition, hits mostly inhibitors; hit rate 0.036% among 280,000; AID 2675; active = well fitted inhibition curve with a large enough effect in the signal ratio, with a control signal flat, not every such curve was filed as active; inconclusive = small, poorly fitted or top-dose-only effect, or effect the other way, or a change in a side signal; inactive = no such curve, though single readings can be large or run the other way; the % refers to the signal ratio; note: potency is the fitted concentration of half-maximal effect; % is set by controls: 0 for no effect and ±100 for the full control effect
Target sequence (Q9NR56 whole entry, looked up): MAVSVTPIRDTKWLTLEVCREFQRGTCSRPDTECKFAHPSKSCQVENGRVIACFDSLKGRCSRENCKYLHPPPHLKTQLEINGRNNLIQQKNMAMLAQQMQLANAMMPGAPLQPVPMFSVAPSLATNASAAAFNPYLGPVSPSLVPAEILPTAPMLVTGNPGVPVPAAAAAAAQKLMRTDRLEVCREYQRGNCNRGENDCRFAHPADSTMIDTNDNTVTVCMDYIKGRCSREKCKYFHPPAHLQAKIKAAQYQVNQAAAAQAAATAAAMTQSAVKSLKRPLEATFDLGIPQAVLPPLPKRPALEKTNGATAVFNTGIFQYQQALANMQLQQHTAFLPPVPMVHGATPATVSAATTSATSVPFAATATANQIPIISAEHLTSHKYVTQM
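MBNL1-His + Biotin-(CUG)12, cpd titration 92 nM–58 uM; Tb anti-His Ab 0.055 ng/ul, SA-XL665 5 nM (final); 60 min RT; ratiometric 665/545 nm, Ex 340 nm; normalized to buffer and full-complex controls.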
A-T KAP1 phos: potential ataxia-telangiectasia treatments restoring KAP-1 phosphorylation; AID 485349; Potency, µM (highest dose often 57.5 µM), without a hit: at the top dose activation, usual class: activators; hit rate 0.19% among 320,000; […] A-T fibroblasts, KAP-1 phosphorylation AlphaLISA; neocarzinostatin DNA damage 30 min before lysis; note: potency is the fitted concentration of half-maximal effect; % of control where 0% means no effect; nearly all actives have a fitted effect of over 45% in size
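hTERT-immortalized A-T patient fibroblasts ([…]), 500 cells/well in OPTI-MEM, 1% FBS, got compounds for 60 min, then NCS for 30 min at 37C. Lysates were then assayed for phospho-KAP-1 by AlphaLISA (anti-pKAP1 donor, anti-KAP1 acceptor beads), 6 hr at 25C.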
CXXC DNA block: blocks binding of human MLL CXXC domain to DNA; hit rate 0.037% among 290,000; Q03164; AID 2662; MLL-CXXC / FITC-HOXA9 DNA fluorescence polarization; Potency, µM (doses to about 115 µM), for the others: top-dose activity change, negative = inhibition, actives largely listed as inhibitors; active = well fitted inhibition curve with a large enough effect in the polarisation, with a control signal flat, not every such curve was filed as active; inconclusive = small, poorly fitted or top-dose-only effect, or effect the other way, or a change in a side signal; inactive = no such curve, though single readings can be large or run the other way; the % refers to the polarisation; note: potency is the fitted concentration of half-maximal effect
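Purified MLL-CXXC (added from a 7 uM solution) was preincubated 5 min at ambient with pinned compounds in 50 mM Tris-HCl pH 7.5, 50 mM NaCl, 1 mM DTT, 0.05% BSA. Fluorescein-labeled HOX-A9 DNA (50 nM solution) followed, 30 min, then polarization read.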
TSG101-PTAP inh: blocks PTAP/TSG101 interaction to inhibit HIV-1 budding. Fluorescence polarization, FITC-PTAP peptide / Tsg101 binding. Potency, µM (titrated, usually from 115 µM), for inactives: at the highest dose activity change, negative = inhibition, usual class: inhibitors. 340,000 tested, under 10 active. AID 493005; active = well fitted inhibition curve with a large enough effect in the main read-out, with a control signal flat, not every such curve was filed as active; inconclusive = small, poorly fitted or top-dose-only effect, or effect the other way, or a change in a side signal; inactive = no such curve, though single readings can be large or run the other way; note: potency is the fitted concentration of half-maximal effect; % of control where 0% means no effect
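Fluorescence anisotropy tracks displacement of a FITC-tagged PTAP peptide (50 nM) from the Tsg101 binding domain (10 uM), following a 20 min room-temperature incubation at pH 7.5.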
Mito fusion act: mitochondrial division inhibition or fusion activation | S. cerevisiae fusion-defective mutant growth rescue, CellTiterGlo 48 h | Potency, µM (highest dose often 46.1 µM), for the others: at the highest dose growth rescue (activation), hits mostly activators | hit rate 0.23% among 320,000 | AID 485298;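 note: potency is the fitted concentration of half-maximal effect; % of control where 0% means no effect; nearly all actives have a fitted effect of over 45% in size; temperature-sensitive fusion mutants such as fzo1-1 at 37 °C on non-fermentable ethanol glycerol medium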
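Temperature-sensitive fusion-defective S. cerevisiae (e.g. fzo1-1, mgm1-5) were grown with compound in YPEG medium (3% ethanol, 3% glycerol) for 48 hours at 37C. Growth rescue was measured as viability by CellTiterGlo luminescence after 10 minutes at ambient.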
TCR act: activators of T cell receptors; primary human leukocytes, anti-CD3, IL-2 HTRF, 48 h; Potency, µM (top dose mostly 9.22 µM), for the others: top-dose activation of IL-2 secretion, most hits filed as activators; 330,000 tested, under 10 active; AID 504894; note: % of control where 0% means no effect
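Primary human leukocytes incubated 48 hr with anti-CD3 beads plus compound, without co-stimulation. Secreted IL-2 measured by HTRF (europium cryptate/d2 anti-IL-2 pair, 320 nm excitation, 665 nm emission).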
Menin-MLL TR inh: displaces Texas Red mutant MLL peptide from human menin | hit rate 0.23% among 270,000 | Menin + Texas Red MLL mutant peptide, fluorescence polarization | Potency, µM (top dose mostly 61.6 µM), without a hit: at the highest dose FP activity change, negative = inhibition, actives largely listed as inhibitors; active = well fitted inhibition curve with a large enough effect in the polarisation, with a control signal flat, not every such curve was filed as active; inconclusive = small, poorly fitted or top-dose-only effect, or effect the other way, or a change in a side signal; inactive = no such curve, though single readings can be large or run the other way; the % refers to the polarisation; note: potency is the fitted concentration of half-maximal effect; % of control where 0% means no effect; many of its hits are not listed in these tables
ASM inhibitor: blocks human secretory acid sphingomyelinase | hit rate 0.006% among 340,000 | placental ASM, HMU-PC fluorogenic substrate, 60 min | AID 504937 | Potency, µM (series often up to 57.5 µM), inactives show at the top dose activity change, negative = inhibition, most hits filed as inhibitors | P17405; note: potency is the fitted concentration of half-maximal effect
Target sequence (P17405 47-631 limits assumed): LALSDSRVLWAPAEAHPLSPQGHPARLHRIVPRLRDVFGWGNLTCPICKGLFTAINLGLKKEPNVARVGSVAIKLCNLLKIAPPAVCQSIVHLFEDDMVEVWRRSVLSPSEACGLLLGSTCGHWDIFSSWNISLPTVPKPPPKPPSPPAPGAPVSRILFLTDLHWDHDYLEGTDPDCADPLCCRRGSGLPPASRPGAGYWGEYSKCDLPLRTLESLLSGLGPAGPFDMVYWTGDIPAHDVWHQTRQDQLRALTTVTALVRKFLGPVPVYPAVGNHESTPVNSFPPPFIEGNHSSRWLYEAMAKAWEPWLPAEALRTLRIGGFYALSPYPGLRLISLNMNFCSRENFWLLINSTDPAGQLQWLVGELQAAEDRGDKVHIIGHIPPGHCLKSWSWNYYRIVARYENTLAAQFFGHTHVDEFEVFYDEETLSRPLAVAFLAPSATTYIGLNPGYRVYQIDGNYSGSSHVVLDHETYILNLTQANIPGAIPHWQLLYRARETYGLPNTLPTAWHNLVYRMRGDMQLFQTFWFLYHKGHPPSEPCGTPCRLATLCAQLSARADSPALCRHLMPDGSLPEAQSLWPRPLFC
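Fluorescence read-out (Ex 386 nm, Em 447 nm) after stopping the reaction at pH 10. Enzyme: ASM from human placenta; substrate HMU-PC0, 9 uM final; 60 min, 37 °C. Compound preincubation 10 min, ambient temperature.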
* = called active by the depositor; ? = inconclusive; . = no result given; [ ] = dose if it differs, or a comment. Unless noted, calls come from the whole dose curve; as a rule, active = well fitted curve in the direction sought with a large enough effect; inconclusive = small, poorly fitted or top-dose-only effect, or another doubt; inactive = no such curve, though single readings can be large; an effect the other way counts as inactive or inconclusive.

SMILES	Integrin act MD	TSHR antagonist	MBNL1 CUG block	A-T KAP1 phos	CXXC DNA block	TSG101-PTAP inh	Mito fusion act	TCR act	Menin-MLL TR inh	ASM inhibitor
COc1ccc(O)c(/C=N/NC(=O)c2ccc(N3CCCC3=O)cc2)c1	-17%	-15	6%	-4%	7%	0%	4%	-15%	24%	2%
COc1cc(NC(=S)NCCO)c(OC)cc1Cl	2%	2	-7%	3%	0%	1%	-6%	-1%	.	5%
COc1ccccc1NS(=O)(=O)c1cccc(C(=O)N/N=C(/C)c2ccc(-n3ccnc3)cc2)c1	-22%	.	.	.	.	-2%	.	6%	.	-1%
Brc1ccc([C@H]2CN3CCSC3=N2)cc1	.	-7	.	.	?	-4%	8%	-2%	-9%	1%
COc1ccc(N2C(=O)CC(NNc3nc4ccccc4s3)C2=O)cc1 (centres undefined)	-25%	-2	9%	-7%	-1%	0%	1%	-3%	.	0%
COCCNC(=O)C1CC2Cn3c(nc4ccccc43)C2N1C (centres undefined)	-22%	16	-7%	48%	5%	.	-37%[inhibitor]	9%	.	4%
Fc1ccc(-c2cc(C(F)(F)F)nc(NCc3cccs3)n2)cc1	-14%	16	-21%	21%	3%	-6%	3%	1%	0%	.
CCOc1ccc(NC(=O)COc2ccc(C(=O)NCc3cccnc3)cc2OC)cc1	-3%	-3	.	-3%	.	-4%	-5%	0%	.	.
CC1CCN(C(=O)CCCOc2ccc(Cl)cc2)CC1	-2%	-5	-12%	1%	8%	-5%	9%	-2%[46.1 µM]	?	-2%
COc1cc(OC)cc(C(=O)NNC(=O)c2ccc(S(=O)(=O)N3CC(C)OC(C)C3)cc2)c1 (centres undefined)	4%	4	4%	-5%	24%	-5%	0%	2%	4%	4%
COC(=O)CC/C(O)=C1/C(=N)CC(C)(C)CC1=O	16%	1	2%	-4%	0%	-2%	-1%	5%	1%	1%
C=CCc1ccc(O)c(-c2cc(CC=C)ccc2O)c1	-28%	-3	-4%	11%	-1%	-5%	0%	-9%	?	-6%
CCc1ccc(NC(=O)CSc2n[nH]c(=O)n2C2CC2)cc1	17%	4	.	8%	.	-4%	0%	-2%	.	-4%
Brc1cc(Br)c2ncnc(N3CCCCC3)c2c1	-34%[inhibitor]	12	?	6%	3%	-3%	13%	-33%	-4%	-9%
CCn1cc(C(=O)N2CCN(c3ccccn3)CC2)c(=O)c2cc(S(=O)(=O)N3CCC(C)CC3)ccc21	8%	-3	3%	-7%	-4%	0%	3%	3%	-21%	-1%
Cc1nc2ncccn2c1-c1csc(NCc2ccco2)n1	-9%	5	?	2%	-3%	-13%	-2%	10%[46.1 µM]	-18%	-4%
CCN1C(=O)[C@H]2[C@@H](c3ccc(C)cc3)N3C(=O)N(c4cccc(F)c4)C(=O)[C@@]3(CC)[C@H]2C1=O	12%	12	0%	11%	0%	0%	1%	7%	-3%	4%
CCN1C(=O)CC(NC2CCN(C(=O)c3ccc(F)cc3)CC2)C1=O (centres undefined)	18%	-6	0%	0%	10%	0%	0%	-1%	.	3%
COc1ccccc1N1CCN(C2CCCN(C(=O)c3ccoc3C)C2)CC1 (centres undefined)	-25%	-8	-9%	1%	-3%	.	-1%	0%	-9%	2%
Cc1nc2ccc(NC(=O)N3CCSCC3)cc2nc1C	-7%	-6	20%	5%	0%	-2%	-9%	-21%	4%	101%[activator]
O=C(CN1CCOCC1)Nc1ccc(C2CCCCC2)cc1	-20%	-8	-2%	12%	-1%	-6%	-1%	.	-14%	0%
Cc1c(C(=O)NNc2cc(=O)n(C)c(=O)n2C)cccc1[N+](=O)[O-]	-7%	-2	9%	1%	-8%	0%	-1%	6%	3%	-1%
O=C(NN1C(=O)NC2(CCCCC2)C1=O)c1ccc(-c2ccc(Cl)cc2)o1	20%	-8	.	-10%	.	-7%	-2%	3%	.	-5%
COc1ccc(C(=O)NCc2csc(-c3cccs3)n2)cc1	0%	-6	26%	-1%	-5%	-3%	-1%	3%	.	1%
COC(=O)c1c(NC(=O)CN2CCN(S(=O)(=O)c3ccccc3[N+](=O)[O-])CC2)sc2c1CCC(C)C2 (centres undefined)	11%	6	.	1%	3%	0%	-2%	-2%[46.1 µM]	2%	-6%
O=C(C1CC1)N1CCN(c2ccc(O)cc2)CC1	5%	12	?	-8%	-4%	1%	4%	6%	-2%	2%
CCC(=O)Nc1ccc(C(=O)NCCCn2ccnc2)cc1	11%	3	-5%	1%	-2%	-5%	0%	-4%	-26%	2%
CCOC(=O)CSC1=Nc2ccccc2C2=NC(CC(=O)NCc3ccc4c(c3)OCO4)C(=O)N12 (centres undefined)	-5%	3	-2%	8%	15%	-4%	7%	5%	?	0%
COc1ccc(NC(=O)Nc2ccc3nsnc3c2)cc1	6%	-9	?	3%	-2%	-8%	1%	6%	?	-2%
CCN(/C=N/c1sc2c(c1C#N)CCCCC2)CC	-20%	0	-2%	1%	-7%	-2%	-3%	-2%	-19%	-1%

Gathered by group: the compounds so far with a nitro group on carbon (2)
SMILES	Integrin act MD	TSHR antagonist	MBNL1 CUG block	A-T KAP1 phos	CXXC DNA block	TSG101-PTAP inh	Mito fusion act	TCR act	Menin-MLL TR inh	ASM inhibitor
Cc1c(C(=O)NNc2cc(=O)n(C)c(=O)n2C)cccc1[N+](=O)[O-]	-7%	-2	9%	1%	-8%	0%	-1%	6%	3%	-1%
COC(=O)c1c(NC(=O)CN2CCN(S(=O)(=O)c3ccccc3[N+](=O)[O-])CC2)sc2c1CCC(C)C2 (centres undefined)	11%	6	.	1%	3%	0%	-2%	-2%[46.1 µM]	2%	-6%

Limited to CXXC DNA block and MBNL1 CUG block, for some of the entries so far:
SMILES	CXXC DNA block	MBNL1 CUG block
Cc1nc2ccc(NC(=O)N3CCSCC3)cc2nc1C	0%	20%
Cc1c(C(=O)NNc2cc(=O)n(C)c(=O)n2C)cccc1[N+](=O)[O-]	-8%	9%
O=C(C1CC1)N1CCN(c2ccc(O)cc2)CC1	-4%	?

Continued.
SMILES	Integrin act MD	TSHR antagonist	MBNL1 CUG block	A-T KAP1 phos	CXXC DNA block	TSG101-PTAP inh	Mito fusion act	TCR act	Menin-MLL TR inh	ASM inhibitor
O=C(c1ccccc1)c1cc2ccccc2o1	26%	-5	?	11%	23%	-3%	2%	-37%	0%	-8%
S=C(NCc1ccccc1)Nc1ccc(Oc2ccccc2)cc1	-3%	-10	-5%	9%	3%	-2%	-9%	.	?	-1%
CCCCNC(=O)COC(=O)CNC(=O)c1cc(Cl)cc([N+](=O)[O-])c1	11%	-2	?	1%	?	-4%	-2%	0%	-6%	11%
CCOC(=O)C1(Cc2cccc(Cl)c2)CCCN(C(=O)C2CC2)C1 (centres undefined)	?	-7	0%	-5%	-6%	1%	6%	-3%	-3%	4%
COC(=O)c1cc(C(=O)NCCN2C(=O)S/C(=C\c3cccs3)C2=O)cc([N+](=O)[O-])c1	4%	10	.	-6%	2%	-3%	5%	-5%[46.1 µM]	-2%	-6%
COc1cccc(CN2CCN(Cc3nc(-c4cccs4)oc3C)CC2CCO)c1 (centres undefined)	13%	-14	14%	11%	?	2%	0%	3%	-14%	7%
Cc1ccccc1NC(=O)c1cc(S(=O)(=O)Nc2cccc(C(=O)O)c2)ccc1Cl	15%	-3	-3%	2%	-2%	-1%	-9%	-3%	14%	-1%
Cc1ccc(NC(=S)NNC(=S)NC2CCCCC2)cc1	4%	-4	-8%	-1%	7%	-2%	1%	.	?	-1%
COc1cccc2c1OCC(CN1CCN(Cc3ccccc3F)C(CCO)C1)=C2 (centres undefined)	10%	10	0%	4%	0%	-9%	-8%	-11%	-6%	1%
O=C1CC(c2cccnc2)c2cc3c(cc2N1)OCO3 (centres undefined)	-1%	2	-2%	9%	13%	-8%	-7%	5%[46.1 µM]	-2%	4%
COc1ccc(CCC(=O)Nc2nnc(C(C)(C)C)s2)cc1	19%	-3	-8%	4%	1%	-9%	0%	-4%	2%	1%
C=CCN1C(=O)[C@@H]2Cc3c([nH]c4ccccc34)C(c3cc(OC)c(OC)c(OC)c3)N2C1=S (some centres undefined)	-47%[inhibitor]	19	-4%	-4%	?	5%	-3%	2%	32%[activator]	-7%

Some of the compounds tested; count on the stated rates, not on these rows.
